From PubChem BioAssay
PfHsp40 yeast – rescue of yeast from PfHsp40 toxicity, primary screen, S. cerevisiae, ATP luminescence | S. cerevisiae expressing PfHsp40, growth rescue | growth rescue, % at 12.5 µM | 340,000 compounds, 0.68% hits; in the data active = growth rescue above about 28%, passing the limit was not always enough; inconclusive = no clear call, values can overlap the other calls;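 also: yeast W303a lacking pdr1 and pdr3 grown in galactose medium; growth measured after three days at 30 °C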
Vc quorum ag – inducers of Vibrio cholerae quorum light production without autoinducers, primary screen, BH1578 luxS cqsA deficient, single point. 350,000 compounds, 0.16% hits. AID 588436, 2011. activation, % at 18.7 µM. V. cholerae BH1578 lux reporter, luminescence, 6 h; in the data active = activation mostly above about 9.7%, no sharp cut-off; inconclusive = no clear call, values can overlap the other calls; inactive = mostly below about 3.7%; also: not every result past the cut was called active; inactives centre near 0; reference of the scale not given here
TcdB GH inh – TcdB glycohydrolase inhibitors, primary screen, biochemical, single point, plate reader; Toxin B (Clostridioides difficile), P18177; TcdB glycohydrolase enzymatic assay; inhibition, % at 9.99 µM; 350,000 compounds, 0.24% hits; AID 652162, 2013; in the data active = inhibition above about 10%
GDH-TPI inh – GDH-TPI coupling enzyme inhibitors, primary screen, artefact control for M. tuberculosis FBA inhibitor project, biochemical, absorbance, full deck; GDH-TPI coupled enzyme counterscreen, NADH absorbance; inhibition, % at 4.8 µM; 360,000 compounds, 1.2% hits; AID 588335, 2011; in the data active = inhibition above about 30%;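 also: 0% = DMSO wells and 100% = wells lacking the enzyme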
Mtb BioA inh – M. tuberculosis BioA enzyme inhibitors, primary screen, biochemical, plate reader, single point, HTS | 7,8-diaminopelargonic acid synthase BioA (Mycobacterium tuberculosis) | purified M. tuberculosis BioA enzyme | inhibition, % at 9.99 µM | 360,000 compounds, 0.096% hits | AID 602481, 2012; in the data active = inhibition above about 40%; inconclusive = no clear call, values can overlap the other calls
Y pestis TopoI – Yersinia pestis topoisomerase I inhibitors, primary screen, biochemical, cleavage product accumulation, plate reader, single point. DNA topoisomerase I (Yersinia pestis CO92). Y. pestis Topo-I cleavage product accumulation. activity, % at 10 µM. 360,000 compounds, 0.064% hits; in the data active = activity above about 50%, passing the limit was not always enough; inconclusive = no clear call, values can overlap the other calls; also: inactives centre near 2
Mtb UGM inh – M. tuberculosis UGM enzyme inhibitors, primary screen, biochemical, fluorescence polarization, single point; AID 504406, 2011; 320,000 compounds, 0.06% hits; inhibition, % at 10 µM; purified UGM, fluorescence polarization probe displacement; in the data active = inhibition above about 10%, passing the limit was not always enough; inconclusive = no clear call, values can overlap the other calls
Target sequence (P9WIQ1 whole entry, looked up): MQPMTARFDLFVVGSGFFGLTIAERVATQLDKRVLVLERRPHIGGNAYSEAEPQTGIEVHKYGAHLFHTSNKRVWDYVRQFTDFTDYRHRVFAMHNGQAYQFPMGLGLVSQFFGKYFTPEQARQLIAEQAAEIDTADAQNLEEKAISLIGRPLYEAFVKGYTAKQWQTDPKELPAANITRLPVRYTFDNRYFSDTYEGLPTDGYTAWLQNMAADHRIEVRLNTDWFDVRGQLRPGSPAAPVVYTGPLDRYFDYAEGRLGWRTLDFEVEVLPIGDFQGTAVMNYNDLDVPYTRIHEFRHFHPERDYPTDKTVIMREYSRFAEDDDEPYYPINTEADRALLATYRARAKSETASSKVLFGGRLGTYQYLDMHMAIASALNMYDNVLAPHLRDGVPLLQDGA
FadD28 FP inh – inhibitors of FadD28 bisubstrate probe binding, primary screen, biochemical, fluorescence polarization, single point; Mycobacterium tuberculosis FadD28 fatty-acid-AMP ligase; AID 588549, 2011; inhibition, % at 12.5 µM; 360,000 compounds, 0.22% hits; in the data active = inhibition above about 8.5%, passing the limit was not always enough; inconclusive = no clear call, values can overlap the other calls
FBA Mtb inh – Mtb FBA enzyme inhibitors, primary screen, biochemical, fluorescence, strain H37Rv | Fructose-bisphosphate aldolase (Mycobacterium tuberculosis (strain ATCC 25618 / H37Rv)), … | inhibition, % at 1 µM | AID 588726, 2011 | 360,000 compounds, 2.3% hits | purified M. tuberculosis FBA, fluorescence read-out; in the data active = inhibition above about 27%;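 also: 0% = vehicle and 100% = reference inhibitor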
Target sequence (P9WQA3 whole entry, looked up): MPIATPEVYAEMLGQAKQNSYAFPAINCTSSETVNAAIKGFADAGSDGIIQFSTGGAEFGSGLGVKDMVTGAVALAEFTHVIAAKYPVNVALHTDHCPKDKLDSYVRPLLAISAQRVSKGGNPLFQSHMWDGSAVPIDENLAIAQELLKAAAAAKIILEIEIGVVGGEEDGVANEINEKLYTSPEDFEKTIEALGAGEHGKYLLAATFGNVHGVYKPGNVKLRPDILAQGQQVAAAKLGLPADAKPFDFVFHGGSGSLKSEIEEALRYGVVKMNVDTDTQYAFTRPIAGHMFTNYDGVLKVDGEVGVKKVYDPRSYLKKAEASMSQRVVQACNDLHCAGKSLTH
Active calls of the source: *; i = inactive; u = inconclusive; x = no result given; & = joins results of further samples. Outcome played no part in choosing rows (roughly 4.6% active in at least one column).

SMILES	PfHsp40 yeast	Vc quorum ag	TcdB GH inh	GDH-TPI inh	Mtb BioA inh	Y pestis TopoI	Mtb UGM inh	FadD28 FP inh	FBA Mtb inh
CC(=O)N/C(=C\c1ccccc1)C(=O)OCc1ccccc1	-0.6	-0.5	0.7	2	-1.8	-2	1.1	-1.6	0
C/C(=N\Nc1nc(Nc2ccccc2)nc(N2CCOCC2)n1)c1cccs1	0.4	0.5	1.3	9	x	-4	2.5	-3.2	-3
CCCCC(=O)NCCNC(=O)c1cc(OCC(F)(F)F)ccc1OCC(F)(F)F	-0.5	i	x	-6	-1.4	2	-2.0	1.9	2
COC(=O)C1=C(C)N(C)C(C)=C(C(=O)OC)C1c1ccccc1C	-1.7	-0.6	x	14	-0.2	-4	-1.3	-0.4	2
COc1ccc2ccccc2c1C(=O)/C=C\c1ccoc1	-0.3	3.6	x	20	x	-11	-1.5	-4.4	-3
O=C1CC(NS(=O)(=O)c2cccs2)CN1c1ccc(Cl)cc1 (centres undefined)	-0.9	-2.1	-0.5	16	x	0	3.8	-2.2	1
Cc1ccc(C)c(NC(=S)c2ccc3ccccc3n2)c1	0.3	i	-0.5	0	-2.4	-2	-0.8	0.4	-2
Cn1c2c(c(=O)n(C)c1=O)C(NC(=O)c1ccco1)(C(F)(F)F)C(=O)N2 (centres undefined)	0.0	x	x	-9	-0.3	-4	0.4	-4.3	-9
CC(=O)c1cccc(NC(=O)CN2C(=O)C3C4C=CC(C4)C3C2=O)c1 (centres undefined)	-1.5	-0.7	x	12	-3.6	-7	-2.0	0.4	0
O=C(c1ccccc1F)N1CCN(c2ncccn2)CC1	-0.4	-0.3	x	-2	-0.9	-2	-0.8	1.6	8
CC(C)(C)c1ccc(COn2ccnc2)cc1	-1.1	-0.2	1.3	-2	x	10	1.3	0.1	2
Cc1cc(-c2nnc(CCC(=O)N(C)CCc3ccccc3)o2)no1	2.3	-2.3	-0.2	2	3.8	13	x	-2.3	2
O=C(CN(Cc1ccco1)C(=O)CNS(=O)(=O)c1ccc(F)cc1)NCc1ccccc1	0.3	i	-0.2	0	-0.9	-6	-0.9	-3.7	0
CCOc1cc(C=O)cc(Br)c1OCC(=O)NCCc1ccccc1	1.9	i	2.0	-4	x	1	-1.6	-2.9	5
O=C(O)/C=C/C(=O)N1CCN(S(=O)(=O)c2cc(C(F)(F)F)ccc2Cl)CC1	0.4	i	1.1	0	x	-5	1.5	-1.1	7
Nc1ccc(C23CC4CC(CC(O)(C4)C2)C3)cc1	0.0	i	x	12	-0.7	-1	0.4	-1.8	0
C#CCOCCOCCOCCNc1nc(N2CCN(C(=O)[C@H](CCCCN)n3cc([C@@H](N)CO)nn3)CC2)nc(N2CCN(C(=O)[C@H](Cc3ccc(O)cc3)n3cc([C@@H](N)CC(C)C)nn3)CC2)n1	-0.8	-11	0.4	6	2.4	-23	0.4	-1.0	1
O=C(Cn1cnc2c(nnn2-c2cccc(Cl)c2)c1=O)N1CCCC1	0.6	-0.5	x	4	x	5	-4.0	0.1	3
CCC(C)(C)NC(=S)Nc1ccccc1C	-0.3	0.1	0.0	-2	x	-4	0.0	-3.1	-1
Cc1ccc(Sc2ncccc2C(=O)NCc2cc([N+](=O)[O-])ccc2O)c(C)c1	0.4	x	0.1	1	-0.8	-10	1.4	-0.7	-5
O=C(Cn1[nH]c(=O)c2ccccc2c1=O)OCC(=O)N1CCCc2ccccc21	1.5	-0.6	x	-2	0.8	13	1.5	-4.2	0
COc1cc(C(=O)OCC(=O)Nc2c(F)c(F)c(F)c(F)c2F)cc(OC)c1OC	0.6	-0.3	x	-3	x	-11	0.5	-2.8	-1
O=C(NCc1ccccc1Cl)c1[nH]c(C(F)(F)F)nc1-c1ccccc1	x	x	1.9	x	0.8	x	x	-1.0	0
O=C(C1CCC(CNc2c(N3CCCCC3)c(=O)c2=O)CC1)N1CCN(c2ccccn2)CC1 (centres undefined)	-0.5	-0.3	1.6	-2	-0.3	10	-2.8	-3.1	1
COc1ccc(CCNC(=O)CCN2C(=O)C(C)Oc3ccc(C)cc32)cc1OC (centres undefined)	-0.2	-0.4	x	3	-0.9	-6	3.4	-1.2	1

Continued, overlapping the part above by 3 compounds.
SMILES	PfHsp40 yeast	Vc quorum ag	TcdB GH inh	GDH-TPI inh	Mtb BioA inh	Y pestis TopoI	Mtb UGM inh	FadD28 FP inh	FBA Mtb inh
O=C(NCc1ccccc1Cl)c1[nH]c(C(F)(F)F)nc1-c1ccccc1	x	x	1.9	x	0.8	x	x	-1.0	0
O=C(C1CCC(CNc2c(N3CCCCC3)c(=O)c2=O)CC1)N1CCN(c2ccccn2)CC1 (centres undefined)	-0.5	-0.3	1.6	-2	-0.3	10	-2.8	-3.1	1
COc1ccc(CCNC(=O)CCN2C(=O)C(C)Oc3ccc(C)cc32)cc1OC (centres undefined)	-0.2	-0.4	x	3	-0.9	-6	3.4	-1.2	1
COc1ccccc1NC(=O)COn1nnc2ccc(S(=O)(=O)N3CCOCC3)cc21	u	-0.2	0.5	-5	x	11	-3.0	-4.4	0
O=C(CSc1nc(-c2ccc(F)cc2)cs1)NC(=O)NCc1ccco1	1.8	-0.4	x	6	8.2	13	0.8	-4.0	-2
C/C(CC(=O)Nc1ccc2c(c1)OCCO2)=N\NC(=O)COc1ccccc1C	1.6	-4.0	-0.9	1	0.0	-3	0.9	-0.6	1
O=C(O)C1CC(c2cccc(Br)c2)=NO1 (centres undefined)	-0.7	2.8	x	11	-1.5	2	-0.3	1.0	-1
Cc1ccccc1OCC(=O)Nc1ccc(N2CCN(C(=O)C(C)C)CC2)c(Cl)c1	49*	-1.6	x	2	x	25	6.9	0.8	2
COc1cccc2cc(C(=O)CS(=O)(=O)c3ccc(C)cc3)c(=O)oc12	1.4	-0.4	x	4	1.4	-1	-1.8	-0.4	-1
O=C(/C=C\c1ccco1)Oc1cccc2cccnc12	-0.8	i	-0.9	11	x	-2	-2.0	-2.6	-3
CC(OC(=O)c1cccc(-n2cnnn2)c1)C(=O)Nc1ccccc1F (centres undefined)	-0.5	i	1.9	9	-1.4	-1	2.4	-1.1	5
Cc1ccc(NC(=O)CNC(=O)C2CCCCC2)nc1	-1.5	i	1.1	0	-2.6	2	-0.2	-2.6	0
O=C(NCc1ccc(Cl)cc1)c1cc(S(=O)(=O)N2CCCCC2)c[nH]1	-0.5	x	1.6	-3	1.4	3	0.3	-2.0	3
Cn1ccnc1SCC(=O)Nc1ccccc1	-0.9	i	x	1	-0.7	-9	1.6	-1.7	2
CC(=O)N1C[C@@H](CO)[C@@H](N(C)C(=O)C2CCCCC2)C[C@H]1c1ccccc1	x	x	0.8	x	6.9	x	x	-2.2	1
O=C(NCc1cn(-c2ccccc2)nc1-c1ccc(F)cc1)c1cccc([N+](=O)[O-])c1	1.9	-0.5	0.8	8	-0.1	-1	4.1	-1.2	-1
O=c1c(OC2OC(CO)C(O)C(O)C2OC2OC(CO)C(O)C(O)C2O)c(-c2ccc(O)cc2)oc2cc(O)cc(O)c12 (centres undefined)	-2.1	-0.4	-0.1	26	-0.7	4	-3.5	0.2	-1
FC(F)C(F)(F)C(F)(F)C(F)(F)c1cc(-c2ccccc2)n[nH]1	-0.1	-0.5	x	8	12	10	2.1	-0.9	-2
COc1ccc(C(=O)Nc2cccc3nc(C)ccc23)cc1OC	-0.7	3.1	1.3	1	-1.9	-18	-1.1	-3.0	-4
c1ccc(Sc2cccc3ccccc23)c(CNC2=NCCN2)c1	7.9	i	x	3	x	5	-1.0	-6.8	4
COc1ccc(NC(=O)/C(C#N)=C/c2ccc[nH]2)c(OC)c1	0.6	i	0.3	3	-0.9	-8	-2.3	-2.3	-3
CN1CCN(NC(=O)/C=C/c2cccc([N+](=O)[O-])c2)CC1	-0.5	i	-1.0	6	x	6	0.7	1.4	-1
COc1ccccc1C(=O)Nc1ccnn1C1CCN(C2CCCCC2)CC1	x	-0.9	0.0	-8	0.5	4	x	-3.5	1
O=C(COC(=O)CN1C(=O)c2ccccc2C1=O)Nc1ccccc1C(F)(F)F	x	0.3	0.4	-11	-2.0	-4	x	-3.0	0
O=c1c2ccccc2n(Cc2cccc(F)c2)c(=O)n1C1CCCC1	-0.5	i	x	0	1.1	1	1.1	-0.4	7
Cc1ccc(-c2nnc3c4ccccc4c(C)nn23)cc1S(=O)(=O)N1CCN(CCO)CC1	-1.3	-0.3	x	5	x	-4	-1.7	-2.1	7
C[C@@H]1CN([C@@H](C)CO)C(=O)c2cc(Br)cnc2O[C@H]1CN(C)C(=O)c1ccncc1	x	-0.4	0.3&-0.3	6	15&22	0	x	-1.0	2
Cn1c(=O)c2cc(S(=O)(=O)NCCC(=O)NC3CCCCCCC3)ccc2n(C)c1=O	0.1	-0.4	0.8	8	3.7	2	-4.1	-0.8	4

Next section
SMILES	PfHsp40 yeast	Vc quorum ag	TcdB GH inh	GDH-TPI inh	Mtb BioA inh	Y pestis TopoI	Mtb UGM inh	FadD28 FP inh	FBA Mtb inh
Nn1c(SCC(=O)NC2CCCC2)nnc1C(F)(F)F	x	i	0.9	6	2.1	-1	x	-1.0	-1
CC(=O)c1ccc(-c2cnc3c(NC=O)cc(-c4ccc(C(=O)NC5CC5)cc4)cn23)cc1	x	-0.5	0.0	30	-0.2	36	x	-9.0	4
COC(=O)C(CC(C(=O)OC)C(=O)OC)C(=O)OC	-0.9	-0.6	x	-5	0.9	-7	3.0	-3.0	1
CCCc1nnc(NC(=O)c2cc(OC)cc(OC)c2)s1	-0.1	i	x	1	-1.1	3	1.2	-3.8	4
CCOC(=O)C1(c2ccccc2)CCN(CCc2ccc(NC(=O)CCC(=O)O)cc2)CC1	-0.1	i	0.6	-13	-1.1	9	x	-3.4	-2
Cc1nnc(NC(=O)c2ccc(-c3cccc(C(F)(F)F)c3)o2)s1	-0.9	-0.9	x	10	0.4	0	0.8	-2.3	1
O=C(Nc1ccccc1)Nn1cnnc1	-0.3	-0.6	0.5	-2	-1.4	0	6.4	-2.0	-2
CCn1c(Cc2ccccc2)nnc1SCc1cccc(C(=O)O)c1	-2.1	-0.4	-0.1	2	x	-1	0.6	-0.6	4
O=C(NCCCn1ccnc1)c1ccc(Br)cc1	0.1	-0.6	-0.2	-2	1.0	4	2.4	x	0
COCCCNC(=O)COc1ccc(Cl)c(C)c1	-1.5	-1.3	x	-7	-1.4	6	0.2	-4.1	-1
Cc1ccc2cc(/C=N/NC(=O)[C@@H]3CCCN3)c(Cl)nc2c1	-0.3	-0.7	0.5	33*	x	3	-0.5	-6.1	2
FC(F)(F)c1cnc(Oc2ccc(-c3nnco3)cc2)c(Cl)c1	-0.7	i	x	-2	x	1	1.1	-4.2	-1
O=C(O)c1cccnc1SCC(=O)N1CCCc2ccccc21	0.4	-0.3	-0.3	7	-0.2	0	-0.4	-1.5	0
COc1ccc(CC(=O)N/N=C/c2cccn2-c2ccc([N+](=O)[O-])cc2)cc1OC	0.1	-0.3	x	15	x	24	-0.6	0.4	1
COc1ccc(C2(c3ccc(OC)cc3)NC(=O)N(CC(=O)NC3(C#N)CCCC3)C2=O)cc1	-0.7	-1.8	0.3	11	-0.7	-2	1.5	-3.2	-2
CCCCNC(=S)N(CCCO)Cc1cc2cc3c(cc2[nH]c1=O)OCO3	x	-0.8	0.2	14	0.5	-3	x	-1.2	4
CN1C(=O)/C(=C/c2cn(CC(=O)N3CCCCC3)c3ccccc23)NC1=S	-2.2	i	2.6	7	-5.1	0	0.9	-2.7	-9
